Compound activity deposited in PubChem by several laboratories.
Bcl-B TR3 displacers: displacers of TR3 peptide from Bcl-B, primary screen, selectivity assay for Bfl-1 inhibitor project, biochemical, fluorescence polarization. FP displacement of FITC-TR3 peptide from Bcl-B; higher % means a stronger effect. actives 0.11% (n = 96,000). Bcl-2-like protein 10 (Homo sapiens). displacement, % at 20 µM; hits with a dose series show IC50 in µM;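 active means displacement above 50% at 20 µM plus a fluorescence interference ratio under 1.5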;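 further: plate controls were wells without compound for no effect and wells lacking Bcl-B protein for full effect; a part of the inactive calls stands beside numbers as strong as those of hits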
MRP resist rev: reversal of MRP1-mediated doxorubicin resistance, primary screen, H69AR cells, doxorubicin co-treatment; H69AR cells + 2 uM doxorubicin, CellTiter-Glo, 72 h; differential viability (reversal), % at 10 µM; actives 0.04% (n = 85,000); AID 602, 2007;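 active means viability drop by adding the cancer drug above about 55%, with treated viability meeting a 40% cutoff, limit read from the data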;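 further: viability without doxorubicin minus viability with 2 µM doxorubicin for each compound; larger differential means the compound sensitizes cells more to doxorubicin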
PLAP inhibitors HTS: PLAP enzyme inhibitors, biochemical, luminescence, HTS (AID 690) | Alkaline phosphatase, placental type (Homo sapiens) | purified PLAP, luminescent substrate; higher % means a stronger effect | inhibition, % at 20 µM, or IC50 in µM where a hit was titrated | actives 0.08% (n = 96,000); in the data active means a potency from the dose series; inactive means the rest, 99 in 100 with inhibition below about 30%; further: strong numbers were not always called active
NFkB transloc inh: inhibitors of IL-1B driven NFkB p65 nuclear import, primary screen, imaging, HUVEC, IL-1B stimulus, high-content imaging; HUVEC IL-1B NFkB p65 nuclear translocation imaging; inhibition, % at 2 µM; actives 0.43% (n = 94,000);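 active means inhibition above about 30% together with a positive call from visual inspection of the well image, limit read from the data; inconclusive means inhibition above a set limit but visual check negative; inactive means inhibition not above a set limit, visual check negative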;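 further: nuclear over cytoplasmic p65 intensity ratio measured by imaging; 0% = IL-1B stimulated DMSO wells and 100% = unstimulated DMSO wells; values of inactives mirror those of a sister screen read the other way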
IL1B NFkB pot: enhancers of NFkB p65 translocation in HUVEC – imaging, IL-1B stimulus, high-content imaging, primary screen. AID 819, 2007. actives 0.3% (n = 94,000). activation, % at 2 µM. HUVEC IL-1B NFkB p65 nuclear translocation imaging;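 active means activation above 40%, about the mean plus 3 SD, also judged a hit on visual image review; inconclusive means activation above 40% but not a hit on visual review; inactive means activation not above 40% and no visual hit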;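 further: percent activation is computed from the nuclear over cytoplasmic p65 intensity ratio; values of inactives mirror those of a sister screen read the other way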
MRP resist rev cytotoxicity: further read-out of MRP resist rev, marked with its call; viability, %; H69AR cells, CellTiter-Glo, 72 h; measured here: cytotoxicity without doxorubicin
MRP resist rev with doxorubicin: further read-out of MRP resist rev, marked with its call; viability, %; measured here: viability with 2 uM doxorubicin; hits give low values
NFkB transloc inh cell count 2 µM: second read-out of NFkB transloc inh, no call of its own (marks repeat the call); cell count; measured here: cells passing quality filter;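 raw number of nuclei counted in each imaged well without normalization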
IL1B NFkB pot cell count 2 µM: further read-out of IL1B NFkB pot, marked with its call; cell count; measured here: cells passing quality filter
* hit, by the source's call; ? = inconclusive; / = not tested or not shown. An excerpt, so the mix of outcomes need not match the whole.

compound	MRP resist rev cytotoxicity	PLAP inhibitors HTS	NFkB transloc inh	NFkB transloc inh cell count 2 µM	MRP resist rev	Bcl-B TR3 displacers	IL1B NFkB pot cell count 2 µM	IL1B NFkB pot	MRP resist rev with doxorubicin
CCOC(=O)c1c(-c2ccccc2)csc1NC(=O)CSc1nnnn1C	68	-60%	8	166	-4	10%	166	-8	72
COc1cc(CN/C(C)=C(\C#N)C(N)=O)cc(OC)c1OC	83	14%	/	/	10	2%	/	/	73
Cc1ccc(Cl)cc1N1CCN(C(=O)Cc2c(C(=O)O)[nH]c3ccccc23)CC1	76	-32%	-27	89	-15	-6%	89	27	91
CCn1nc(C)cc1Nc1ccccc1	98	-2%	-4	129	10	14%	129	4	88
COc1ccc(C2/C(=C(/O)c3ccccc3)C(=O)C(=O)N2CC(C)O)c(OC)c1 (configuration not stated)	92	-4%	-20	156	-3	-2%	156	20	95
Cc1ccc(S(=O)(=O)NC(=NCC(=O)O)c2ccc(F)cc2)cc1	86	-10%	2	207	5	5%	207	-2	81
Cc1[nH]c2ccccc2c(=O)c1CN(C)Cc1ccccc1	89	28%	-15	157	4	3%	157	15	85
Cc1ccc(-n2ncc3c(NCC4CCCO4)ncnc32)c(C)c1 (configuration not stated)	/	2%	6	153	/	3%	153	-6	/
COc1cc2c(cc1NC(=O)CSc1nnc(COc3ccc(Cl)cc3)n1C)oc1ccccc12	91	-6%	13	133	-3	-1%	133	-13	94
CCNc1nc2c(c(=O)n(Cc3ccccc3)c(=O)n2C)n1Cc1ccccc1	/	-62%	12	182	/	-2%	182	-12	/
COc1ccccc1N(CC(=O)Nc1ccc(S(=O)(=O)N2CCCCC2)cc1)S(C)(=O)=O	62	/	-11	121	-18	/	121	11	80
CNC(=O)c1snnc1-c1ccccc1	91	-15%	3	99	-5	6%	99	-3	96
O=C(Cn1c(=O)oc2ccccc21)N(Cc1ccccc1)C1CCS(=O)(=O)C1 (configuration not stated)	106	16%	-18	196	21	-6%	196	18	84
Cc1nc(C)c(C(=O)N/N=C/c2cn(C)c3ccccc23)s1	/	-86%	-9	158	/	6%	158	9	/
CC/C(=N\NC(=O)c1ccncc1)C12CC3CC(CC(C3)C1)C2	/	4%	-11	153	/	5%	153	11	/
O=C(O)CC1NC(=O)N(c2ccc(Cl)cc2)C1=O (configuration not stated)	100	1%	-24	175	2	-2%	175	24	99
CCOC(=O)c1sc(NC(=O)CN(CC(C)C)CC(C)C)c(C(=O)OCC)c1C	/	-30%	11	134	/	-4%	134	-11	/
O=C(NCc1ccccn1)C1CCCN(Cc2cnn(-c3ccccc3)c2-n2cccc2)C1 (configuration not stated)	44	-33%	-13	80	-26	0%	80	13	70
O=c1c2c(nc(NCCO)n1CC1CCCCC1)-c1ccccc1CC21CCCC1	71	-64%	5	47	7	-9%	47	-5	64
NC(=O)C1CCN(c2nc(-c3ccccc3)nc3ccccc23)CC1	77	14%	-4	156	-1	-6%	156	4	78
COc1ccccc1Oc1ccc2c(c1)C(=O)N(c1ccc(C)cc1)C2=O	/	2%	-8	176	/	16%	176	8	/
Brc1ccc(Nc2c3c(nc4ncnn24)CCC3)cc1	74	/	3	106	-16	/	106	-3	90
Cc1ccc(C(=O)Oc2ccc(Cl)c3cccnc23)cc1[N+](=O)[O-]	/	-20%	-18	166	/	9%	166	18	/
Fc1ccc(CSc2nc3ncc(Br)cc3[nH]2)cc1	88	-45%	14	125	-5	-40%	125	-13	92
O=C(Nc1ccncc1)c1cncc(Br)c1	98	5%	-24	133	7	-7%	133	24	92
COc1cc(OC)cc(C(=O)OCC(=O)Nc2ccc(N3CCCCC3)cc2)c1	93	-14%	-6	73	6	24%	73	6	88
NC(=O)C1CCN(C(=O)CSCc2ccccc2Cl)CC1	89	-14%	-16	121	6	-8%	121	16	82
COc1cc2c(OC)cccc2cc1C(=O)O	92	4%	5	74	4	-6%	74	-5	88
COc1ccc(C(C#N)Nc2ccccc2)cc1 (configuration not stated)	96	6%	-7	148	-16	-4%	148	7	113
CC(CC1CC(C)(C)OC1=O)C(=O)Nc1nncs1 (configuration not stated)	95	20%	-9	184	6	15%	184	9	89
Cc1cc(C)n(-c2nc(C)nc3c2cnn3-c2ccccc2)n1	73	-7%	16	179	-1	-3%	179	-16	74
Cc1cc(NC(=O)c2cc(Cl)ccc2Cl)no1	91	-4%	4	139	-3	-3%	139	-4	94
Cc1ccc(CC2C(=O)N(c3ncccn3)C(=O)C2C)cc1 (configuration not stated)	92	-14%	7	171	-9	96%	171	-7	102
O=C(O)c1cnn2c(C(F)F)cc(C3CC3)nc12	94	13%	0	158	0	5%	158	0	94
COc1ccccc1-n1c(SCC(=O)Nc2nnc(C)s2)nc2c(c1=O)SCC2	/	/	-19	138	/	/	138	19	/
CCOC(=O)C(C(=O)OCC)C1CCS(=O)(=O)C1 (configuration not stated)	100	/	?	/	2	/	126	-53	98
CCCNC(=O)c1c(N)n(-c2ccc(S(N)(=O)=O)cc2)c2nc3ccccc3nc12	/	-44%	-5	128	/	-2%	128	5	/
COc1ccccc1NC(=O)C1=C(C)NC(=O)NC1c1ccc(C)cc1 (configuration not stated)	79	-1%	/	/	-18	-3%	/	/	98
O=C(CCS(=O)(=O)c1ccc(Br)s1)NCc1cccs1	87	5%	16	82	5	-2%	82	-16	82
CN(C)CCCN1C(=O)C(O)=C(C(=O)c2cc3ccccc3o2)C1c1ccccc1 (configuration not stated)	92	-52%	-21	131	-9	8%	131	21	101
O=C(CCn1cccc1)NCc1ccc(Cl)cc1	94	2%	7	96	-5	-6%	96	-7	99
CCCCC(=O)Nc1ccc(C(=O)Nc2ccc3c(c2)OCO3)cc1	80	-5%	-3	130	1	-3%	130	3	79
O=C(O)C1C2C=CC(C2)C1C(=O)OC1CC2CCC1C2 (configuration not stated)	91	-11%	-13	93	-6	10%	93	13	96
CC(=O)NC(CCS(C)(=O)=O)C(=O)Nc1ccc(C)c(F)c1 (configuration not stated)	95	-16%	-11	184	-7	-9%	184	11	102
Cc1cc(C)c(C)c(S(=O)(=O)NCC(=O)N2CCCC2)c1C	101	-11%	0	118	11	-6%	118	0	90
COc1ccc2cc3cc(C(=O)Nc4ccc5c(c4)OCCO5)oc3nc2c1	40	-10%	1	101	-1	23%	101	-1	40
Nc1ccc2c(c1)C(=O)N(CCCC(=O)O)C2=O	103	-30%	0	165	10	4%	165	-1	93
CCOc1cc(C)c(C(C)C)cc1S(=O)(=O)N1CCOCC1	93	-6%	-20	131	7	-8%	131	20	86
CN(C)CCNC(=O)c1ccc2c(c1)N(Cc1ccc(F)cc1)CCS2	72	-60%	3	182	-4	17%	182	-3	77
CN1CCN(CCCNC(=O)C2CCN(c3nnc(-n4cccc4)s3)CC2)CC1	95	-27%	10	109	9	9%	109	-10	87

Later entries
compound	MRP resist rev cytotoxicity	PLAP inhibitors HTS	NFkB transloc inh	NFkB transloc inh cell count 2 µM	MRP resist rev	Bcl-B TR3 displacers	IL1B NFkB pot cell count 2 µM	IL1B NFkB pot	MRP resist rev with doxorubicin
O=C(Nc1nccs1)c1cc(S(=O)(=O)N2CCOCC2)c(Cl)cc1Cl	73	7%	-5	166	32	-16%	166	5	42
COc1ccc(C(=O)COC(=O)C(CCCCN2C(=O)C3C4C=CC(C4)C3C2=O)N2C(=O)C3C4C=CC(C4)C3C2=O)cc1 (configuration not stated)	84	/	2	85	-11	/	85	-2	95
CC(=O)NCc1c(Cl)cccc1-n1cccc1	/	10%	8	126	/	-2%	126	-8	/
CC(=O)NCCn1c(SCC#N)nc2ccccc2c1=O	102	-1%	6	75	13	-1%	75	-5	89
COC(=O)c1ccc(NS(=O)(=O)c2cccc3cccnc23)cc1	94	16%	-2	167	-4	-10%	167	2	99
O=C(Cn1nc(-c2ccccc2)c2ccccc2c1=O)Nc1cccnc1	82	-24%	-11	146	16	-5%	146	11	66
COC(=O)c1c(-c2cccc(OC)c2)csc1N	86	-4%	/	/	4	-2%	/	/	82
CCN(CC)c1ccc2c(c1)oc(=O)c1c(Cl)cc(=O)oc12	2	6%	0	72	1	-32%	72	0	1
CC(C)(C)NC(=O)/C(=C\c1ccc(Br)cc1)NC(=O)c1cccs1	/	-2%	-4	64	/	9%	64	4	/
COCCCNC(=O)Cn1nnc(-c2ccccc2NC(=O)c2ccccc2F)n1	90	-4%	10	92	17	0%	92	-10	73
S=c1[nH]nc(-c2ccco2)n1-c1cccc2ccccc12	74	-41%	-1	140	-1	-19%	140	1	75
O=c1ccsn1Cc1ccccc1	1	10%	-18	166	-3	-9%	166	18	4
COc1ccc(CN2C(=O)CN(C3CCCCCC3)C(=O)C2c2ccc(F)cc2)cc1 (configuration not stated)	85	13%	-8	185	-4	-3%	185	8	89

An excerpt of these results, with each value named.
COC(=O)c1c(-c2cccc(OC)c2)csc1N
- MRP resist rev cytotoxicity: 86
- PLAP inhibitors HTS: -4%
- NFkB transloc inh: /
- NFkB transloc inh cell count 2 µM: /
- MRP resist rev: 4
- Bcl-B TR3 displacers: -2%
- IL1B NFkB pot cell count 2 µM: /
- IL1B NFkB pot: /
- MRP resist rev with doxorubicin: 82
CCN(CC)c1ccc2c(c1)oc(=O)c1c(Cl)cc(=O)oc12
- MRP resist rev cytotoxicity: 2
- PLAP inhibitors HTS: 6%
- NFkB transloc inh: 0
- NFkB transloc inh cell count 2 µM: 72
- MRP resist rev: 1
- Bcl-B TR3 displacers: -32%
- IL1B NFkB pot cell count 2 µM: 72
- IL1B NFkB pot: 0
- MRP resist rev with doxorubicin: 1
CC(C)(C)NC(=O)/C(=C\c1ccc(Br)cc1)NC(=O)c1cccs1
- MRP resist rev cytotoxicity: /
- PLAP inhibitors HTS: -2%
- NFkB transloc inh: -4
- NFkB transloc inh cell count 2 µM: 64
- MRP resist rev: /
- Bcl-B TR3 displacers: 9%
- IL1B NFkB pot cell count 2 µM: 64
- IL1B NFkB pot: 4
- MRP resist rev with doxorubicin: /
COCCCNC(=O)Cn1nnc(-c2ccccc2NC(=O)c2ccccc2F)n1
- MRP resist rev cytotoxicity: 90
- PLAP inhibitors HTS: -4%
- NFkB transloc inh: 10
- NFkB transloc inh cell count 2 µM: 92
- MRP resist rev: 17
- Bcl-B TR3 displacers: 0%
- IL1B NFkB pot cell count 2 µM: 92
- IL1B NFkB pot: -10
- MRP resist rev with doxorubicin: 73
